# PGK inhibitor: inhibitors of T. brucei phosphoglycerate kinase. P07378. PGK/GAPDH coupled, Kinase-Glo luminescence, 60 min. Potency, µM (top dose mostly 57.5 µM), for the others: at the top dose activity change, negative = inhibition, usual class: inhibitors. hit rate 0.043% among 380,000. AID 602233; note: potency is the fitted concentration of half-maximal effect; % is set by controls: 0 for no effect and ±100 for the full control effect; nearly all actives have a fitted effect of over 60% in size
#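 Luminescent ATP detection (Kinase-Glo Plus) follows a 60-minute room-temperature incubation, with wells lacking PGK as controls. Buffer: 100 mM TEA (pH 7.6), 5 mM MgCl2, 0.01% Tween-20. Coupling enzyme GAPDH (100 nM final) supplies unstable 1,3-BPG in-well.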
# G9a inh: inhibitors of human histone lysine methyltransferase G9a; Q96KQ7; G9a H3K9 monomethylation, AlphaScreen, 2 h; Potency, µM (highest dose often 102 µM), inactives show at the highest dose activity, negative = inhibition, usual class: inhibitors; hit rate 8.8% among 350,000; note: potency is the fitted concentration of half-maximal effect; % is set by controls: 0 for no effect and ±100 for the full control effect; nearly all actives have a fitted effect of over 75% in size
#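 AlphaScreen read-out: biotin-H3K9 peptide (500 nM) methylation by 20 nM enzyme with 20 uM SAM, 2 h at room temperature after 15 min compound preincubation; anti-monomethyl H3K9 antibody plus donor/acceptor beads, 10 min dark.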
# Pin1 inh: human Pin1 inhibition; Pin1 FP peptide displacement, HiFluor488, 10 min; Potency, µM (top dose mostly 115 µM), inactives show at the highest dose activity, negative = inhibition, most hits filed as inhibitors; hit rate 0.009% among 390,000; active = well fitted inhibition curve with a large enough effect in the polarisation, with a control signal flat, not every such curve was filed as active; inconclusive = small, poorly fitted or top-dose-only effect, or effect the other way, or a change in a side signal; inactive = no such curve, though single readings can be large or run the other way; the % refers to the polarisation; note: potency is the fitted concentration of half-maximal effect; % is set by controls: 0 for no effect and ±100 for the full control effect
# Target sequence (Q13526 whole entry, looked up): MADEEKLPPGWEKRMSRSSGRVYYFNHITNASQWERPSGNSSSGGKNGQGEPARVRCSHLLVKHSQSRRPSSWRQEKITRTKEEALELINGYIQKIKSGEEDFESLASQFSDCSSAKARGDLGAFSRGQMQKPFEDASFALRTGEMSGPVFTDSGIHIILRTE
# POLH inh: blocks human DNA polymerase eta activity. AID 588591. hit rate 1.2% among 390,000. Potency, µM (highest dose often 114 µM), without a hit: at the highest dose activity change, negative = inhibition, actives largely listed as inhibitors. recombinant Pol eta, fluorescent DNA replication assay; note: potency is the fitted concentration of half-maximal effect; % is set by controls: 0 for no effect and ±100 for the full control effect
# Target sequence (Q9Y253 whole entry, looked up): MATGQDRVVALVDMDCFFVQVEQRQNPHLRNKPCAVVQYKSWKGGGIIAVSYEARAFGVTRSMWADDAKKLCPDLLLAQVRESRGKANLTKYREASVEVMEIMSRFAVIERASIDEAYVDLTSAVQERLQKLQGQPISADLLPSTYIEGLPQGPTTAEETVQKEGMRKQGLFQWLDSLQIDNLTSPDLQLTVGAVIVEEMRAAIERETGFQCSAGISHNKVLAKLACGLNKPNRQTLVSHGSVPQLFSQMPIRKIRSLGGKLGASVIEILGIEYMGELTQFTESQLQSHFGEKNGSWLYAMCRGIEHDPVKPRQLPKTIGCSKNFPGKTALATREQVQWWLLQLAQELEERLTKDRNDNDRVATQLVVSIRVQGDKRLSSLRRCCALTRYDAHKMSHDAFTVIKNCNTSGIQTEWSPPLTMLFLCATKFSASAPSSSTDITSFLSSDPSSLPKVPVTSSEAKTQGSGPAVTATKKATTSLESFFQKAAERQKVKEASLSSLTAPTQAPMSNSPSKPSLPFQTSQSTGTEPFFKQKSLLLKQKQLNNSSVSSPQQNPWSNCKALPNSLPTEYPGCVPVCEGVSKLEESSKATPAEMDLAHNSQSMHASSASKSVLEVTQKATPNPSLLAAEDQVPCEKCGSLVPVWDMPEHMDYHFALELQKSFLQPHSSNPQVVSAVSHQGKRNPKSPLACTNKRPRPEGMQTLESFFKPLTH
#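 Pol eta (10 nM) was preincubated with compounds for 15 min at room temperature, after which fluorescent replication substrate (50 nM final) was added to start the reaction. Fluorescence was read kinetically at 0 and 10 min.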
# HP1b chromo inh: inhibitors of HP1-beta chromodomain binding to methylated histone tails. P83916. AlphaScreen HP1-beta / biotin-H3K9me3 peptide binding. Potency, µM (titrated, usually from 114 µM), without a hit: at the top dose activity change, negative = inhibition, hits mostly inhibitors. hit rate 0.56% among 390,000; note: potency is the fitted concentration of half-maximal effect; nearly all actives have a fitted effect of over 70% in size; inactives centre near 23
# Target sequence (P83916 whole entry, looked up): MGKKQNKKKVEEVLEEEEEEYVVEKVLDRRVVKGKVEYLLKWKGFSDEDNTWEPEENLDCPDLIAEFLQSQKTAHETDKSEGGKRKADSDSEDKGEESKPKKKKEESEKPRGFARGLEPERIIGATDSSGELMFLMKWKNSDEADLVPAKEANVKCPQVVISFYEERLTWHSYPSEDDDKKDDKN
#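 HP1-beta protein (50 nM final) preincubated 30 min at room temperature with biotinylated H3(1-18)K9me3 peptide (50 nM) in PBS pH 7.4, 0.01% Tween-20, then compound added for 30 min. AlphaScreen streptavidin donor/nickel chelate acceptor beads (10 ug/mL final), 30 min dark, luminescence read.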
# GLS inh: blocks human kidney-isoform glutaminase activity. AID 624170. hit rate 0.21% among 410,000. Potency, µM (top dose mostly 45.5 µM), without a hit: at the top dose activity change, negative = inhibition, most hits filed as inhibitors. O94925. GLS enzymatic activity, qHTS titration; note: potency is the fitted concentration of half-maximal effect; % is set by controls: 0 for no effect and ±100 for the full control effect
#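 Human kidney-isoform GLS in 45 mM KH2PO4 pH 8.2, 0.02% Tween-20, with compound, started with 1mM L-Glutamine (added stock). Glutamate oxidase/HRP/Amplex red coupled fluorescence read at start and after 30 min at RT.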
# PI4K2A block: PI4K2A (human) kinase inhibition; Q9BTU6; purified PI4K2A, ADP-Glo luminescence, 1 h; active compounds read low; activity change, negative = inhibition, % at 76.9 µM; hit rate 0.13% among 420,000; in the data active = activity change below about -50%; inconclusive = mostly about -30% to -49%;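 note: -100% = wells without enzyme as full effect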
#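 Compounds are screened against recombinant PI4K2A using PI as substrate and ATP, the latter dispensed at 300 microM. Reactions run one hour at ambient temperature before ADP-Glo detection; full inhibition defined by wells lacking enzyme.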
# BAZ2B inh: blocks human BAZ2B; Q9UIF8; AlphaScreen BAZ2B-H3K14Ac peptide displacement; Potency, µM (series often up to 114 µM), for the others: at the top dose activity change, negative = inhibition, hits mostly inhibitors; hit rate 4.4% among 360,000; note: potency is the fitted concentration of half-maximal effect; % is set by controls: 0 for no effect and ±100 for the full control effect; nearly all actives have a fitted effect of over 60% in size
#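 BAZ2B (50 nM) with biotin-H3(5-23)K14Ac peptide (50 nM) in PBS pH 7.4, 0.01% Tween-20, preformed 30 min, then compound 30 min at room temperature; top concentration 110uM. AlphaScreen streptavidin donor/nickel chelate acceptor beads (10 ug/mL final), 20 min dark, signal read.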
# JMJD2A Tudor inh: JMJD2A Tudor domain (human) inhibition | O75164 | AlphaScreen JMJD2A-Tudor / H3K4me3 peptide binding | Potency, µM (series often up to 114 µM), inactives show at the top dose activity change, negative = inhibition, most hits filed as inhibitors | hit rate 4.4% among 390,000; note: potency is the fitted concentration of half-maximal effect; % is set by controls: 0 for no effect and ±100 for the full control effect; nearly all actives have a fitted effect of over 50% in size
# * = called active by the depositor; i = inactive; ? = inconclusive; . = not tested or not shown; [ ] = dose if it differs, or a comment. Unless noted, calls come from the whole dose curve; as a rule, active = well fitted curve in the direction sought with a large enough effect; inconclusive = small, poorly fitted or top-dose-only effect, or another doubt; inactive = no such curve, though single readings can be large; an effect the other way counts as inactive or inconclusive.
mol,PGK inhibitor,G9a inh,Pin1 inh,POLH inh,HP1b chromo inh,GLS inh,PI4K2A block,BAZ2B inh,JMJD2A Tudor inh
CCC(C)n1c(SCC(=O)/C(C#N)=C(\C)N)nc2ccccc2c1=O (centres undefined),-9.8%,-13.6%[59 µM],-3.2%,-24.2%,21.7%,2.3%,-0.7,-4.6%,-25.3%
NC(=S)NNc1cccc(Cl)c1,-10.3%,8.91µM*,1.0%,-6.2%,28.9%,71.4%[activator],-12.6,-1.7%,?
Cc1ccc(S(=O)(=O)N2C(=O)C(c3ccccc3)SC2=Nc2ccccc2)cc1 (centres undefined),-2.5%,7.94µM*,-19.0%,-13.9%,?,?,-2.6,2.9%,-10.0%
CCn1c(SCC(=O)Nc2ccccc2-c2ccccc2)nnc1-c1ccoc1C,i,?,-0.4%,-19.4%,34.5%,11.0%,-6.6,-11.5%,-2.3%[11.4 µM]
COc1ccc(C(=O)/C=C/NCc2ccc(C)cc2)cc1,-1.7%,.,12.3%,-19.2%,46.9%[activator],-1.4%,1.2,.,-1.5%[11.4 µM]
O=C(COc1ccc(F)cc1)NC1CC(=O)N(c2ccc3c(c2)OCCO3)C1 (centres undefined),-4.2%,7.4%[59 µM],-2.0%,-5.6%,44.0%[activator],-0.7%,0.4,-3.0%,5.5%
Cc1ccc(/C=N/NC(=S)NC2CCCCC2)o1,4.6%,50.1µM*,4.8%,-7.6%,-10.3%,24.2%,2.3,?,?
Cn1c(=O)c2c(nc(SCC(=O)Nc3ccccc3N3CCCCC3)n2C)n(C)c1=O,4.1%[11.5 µM],2.0%[12.7 µM],-0.5%,-11.9%,21.7%,76.7%[activator],-3.0,-6.6%,-13.7%
COc1ccc(N2CCN(Cc3nc4ccsc4c(=O)[nH]3)CC2)cc1,5.8%,?,-1.7%,-16.6%,7.3%,25.7%,0.7,?,56.2µM*
COCCn1c(N)c(N(Cc2ccccc2)C(=O)CSCC(=O)Nc2ccc(OC)cc2)c(=O)[nH]c1=O,i,-32.3%,-1.1%,-10.1%,23.0%,-4.0%,2.4,7.1%,0.7%
N#Cc1c(N)sc2c1CCN(C(=O)OCc1ccccc1)C2,.,?,11.3%,7.1%,?,5.1%,-0.1,-35.3%,56.2µM*
Cc1nn(CC(=O)NCc2ccccc2Br)c(=O)c2cc3occc3n12,.,1.5%[59 µM],20.0%,.,32.1%,0.0%,-5.4,0.2%,-2.5%
CC1(CCC(=O)N2CCCC(Nc3ccc(F)cc3)C2)CC1 (centres undefined),3.0%,.,-7.1%,-4.3%,14.9%,8.4%,1.0,?,-21.8%
CC(C)(C)OC(=O)NCC(=O)Oc1cc2oc(=O)cc(-c3ccccc3)c2cc1Cl,-1.8%,31.9%[59 µM],-7.2%,-11.8%,51.8%[activator],11.2%,0.8,1.8%,-0.7%
C/C(CC(=O)Nc1ccc(N(C)C)cc1)=N\NC(=O)c1ccc(Cl)cc1Cl,i,-8.7%[59 µM],-6.2%,-18.5%,10.1%,?,-1.4,?,?
COc1ccc(NS(=O)(=O)c2cccc(NC(=O)CCS(=O)(=O)c3ccccc3)c2)cc1,-1.3%,14.9%[59 µM],-2.8%,-11.8%,4.5%,16.7%,-0.9,-0.2%,-29.3%
COC(=O)c1c(-c2ccc(Cl)cc2)noc1N1CCN(c2cccc(C)c2C)CC1,i,8.3%[59 µM],-5.0%,-24.9%,44.8%[activator][57 µM],3.8%,-0.7,17.6%,10.1%
O=C1CC(c2ccccc2)CC(=O)N1c1ccc(C(F)(F)F)cc1,-7.8%,3.6%[0.501 µM],-8.7%,-2.8%,38.9%[activator],2.1%,-0.1,13.8%,-6.4%
Cc1cccc(N2CCN(C(=O)Cn3c(-c4cccs4)cc4ccccc43)CC2)c1C,i,-9.4%[59 µM],15.3%,-13.7%,17.1%,2.5%,-0.6,-11.8%,-23.1%
CCOc1ccc(N(CC(=O)NC2CC2)S(=O)(=O)c2ccc(C)cc2)cc1,-3.0%,-1.2%[59 µM],-1.8%,-10.4%,-15.0%,-8.6%,-3.6,-0.1%,?
N#Cc1c(Sc2ncc(C(F)(F)F)cc2Cl)nsc1C/C=N\OCc1ccccc1Br,1.0%,20µM*,?,-4.7%,-22.5%,3.8%,-6.2,44.7µM*,?
CC1(C)Cc2nc(NC3CCCCC3)c(C#N)cc2CO1,i,-2.9%,-5.7%,-2.2%,44.1%[activator],-20.5%,5.3,-31.8%,-0.8%
COc1ccccc1CCNS(=O)(=O)c1cc2c3c(c1)C(C)C(=O)N3CCC2 (centres undefined),-9.6%,.,12.0%,-8.5%,22.0%,-4.6%,1.1,-6.7%,-18.6%
Cc1ccc(CNC(=O)c2c[nH]n3c(=O)c(Cc4ccc(F)cc4Cl)c(C)nc23)cc1,-15.8%,8.7%[59 µM],.,70.8µM*,-1.4%,2.2%,3.4,-34.4%,?

# Further entries follow:
SMILES	PGK inhibitor	G9a inh	Pin1 inh	POLH inh	HP1b chromo inh	GLS inh	PI4K2A block	BAZ2B inh	JMJD2A Tudor inh
COc1ccc(CN(CC(O)COCc2ccccc2)S(=O)(=O)c2ccccc2Br)cc1OC (centres undefined)	-8.9%	.	2.1%	-18.5%	20.8%	6.2%	-6.0	.	-29.5%
CCCCc1noc2c1/C(=N\O)CC(c1ccccc1)C2 (centres undefined)	-6.4%	-6.9%[59 µM]	-1.4%	-13.5%	15.0%	-1.0%	4.2	-1.1%	-12.3%
O=C(N=Nc1c(O)[nH]c2ccc([N+](=O)[O-])cc12)c1cc(-c2ccccc2Cl)nc2ccccc12	3.2%	?	?	?	-7.3%	-1.1%	-0.7	-23.6%	-21.0%
Cc1ccc(CNS(=O)(=O)c2ccc(F)c(C(=O)Nc3ccc(C)c(F)c3)c2)cc1	i	-5.8%[59 µM]	3.5%	-14.1%	42.2%[activator]	-12.8%	-0.3	1.1%	-18.7%
COc1ccc(C2CC(C(F)(F)F)n3nc(C(=O)Nc4ccc5c(c4)OCO5)cc3N2)cc1 (centres undefined)	7.8%	-11.0%[59 µM]	-0.6%	-9.7%	41.4%	16.3%	-0.7	5.8%	-13.7%[11.4 µM]
CCc1ccc(C(=O)NC(=S)Nc2ccc(N3CCOCC3)cc2)cc1	-10.7%	6.31µM*	-2.7%	-17.2%	?	7.8%	-1.1	20µM*	?
O=C1OCC(c2ccccc2)=C1c1ccccc1	-2.0%	-6.4%[59 µM]	0.8%	-15.8%	11.4%	5.2%	-0.9	3.2%	-8.4%
CC(C)(C)OC(=O)C[C@H]1C/C=C\C[C@@H](CC(=O)N[C@@H](CO)Cc2ccccc2)C(=O)N2CCC[C@H]2COC1=O	-5.9%	.	-5.1%	-10.2%	53.7%[activator]	2.0%	-2.8	.	0.0%

# Continued; the last 2 above are carried over.
SMILES	PGK inhibitor	G9a inh	Pin1 inh	POLH inh	HP1b chromo inh	GLS inh	PI4K2A block	BAZ2B inh	JMJD2A Tudor inh
O=C1OCC(c2ccccc2)=C1c1ccccc1	-2.0%	-6.4%[59 µM]	0.8%	-15.8%	11.4%	5.2%	-0.9	3.2%	-8.4%
CC(C)(C)OC(=O)C[C@H]1C/C=C\C[C@@H](CC(=O)N[C@@H](CO)Cc2ccccc2)C(=O)N2CCC[C@H]2COC1=O	-5.9%	.	-5.1%	-10.2%	53.7%[activator]	2.0%	-2.8	.	0.0%
O=C(NCc1ccco1)C(=O)NCC1OCCN1S(=O)(=O)c1ccc(F)cc1 (centres undefined)	-2.8%	-17.7%	3.6%	-9.4%	37.5%	-1.2%	-5.5	-7.6%	-14.1%
CC(=O)c1cccc(S(=O)(=O)N2CCCC(c3nc4c(nnn4Cc4ccccc4Cl)c(=O)[nH]3)C2)c1 (centres undefined)	5.1%	-11.3%	-1.8%	-6.3%	-2.2%	?	1.6	-17.1%	-11.6%
O=C(CSc1nnc(-c2cccs2)o1)N1CCCc2ccccc21	6.9%	-3.1%[59 µM]	-1.7%	-3.7%	20.6%	15.4%	7.3	24.2%	0.3%
CCOC(=O)c1cnc2c(C)c(Cl)ccc2c1N1CCN(CC)CC1	-7.0%	?	-1.8%	-2.2%	-0.1%	14.3%	-0.6	-35.5%	-31.0%
COc1cc(C2C(C(=O)OC(C)C)=C(C)Nc3[nH]c(=O)[nH]c(=O)c32)ccc1O (centres undefined)	-7.0%	-70.1%	-13.6%	-10.7%	45.2%[activator]	15.1%	10.4	11.2%	-12.6%
CN(C)S(=O)(=O)c1cccc(NC(=S)N/N=C/c2ccc(O)c(O)c2O)c1	-0.9%	3.16µM*	.	?	?	7.94µM*	1.5	4.47µM*	20µM*
CC(=O)N1N=C(c2ccccc2)CC1c1ccccc1 (centres undefined)	5.8%	38.4%	-4.0%	-7.3%	50.8%[activator]	-4.2%	-4.9	7.7%	-6.9%
CCCn1c(SCC(=O)N2c3ccccc3Sc3ccccc32)nc2c1c(=O)n(C)c(=O)n2C	i	11.5%[12.7 µM]	-4.2%	-2.1%	4.8%	-6.6%	-3.6	0.7%	-22.5%

# Only part of the results is shown; rates above refer to the full screens.
